HP1b chromo inh: inhibitors of HP1-beta chromodomain binding to methylated histone tails; actives 0.56% (n = 390,000); P83916; Potency, µM (top dose mostly 114 µM), for the others: at the highest dose activity change, negative = inhibition, most hits filed as inhibitors; AlphaScreen HP1-beta / biotin-H3K9me3 peptide binding; further: nearly all actives have a fitted effect of over 70% in size; inactives centre near 23
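AlphaScreen: HP1-beta (50 nM) preformed 30 min with biotin-H3(1-18)K9me3 peptide (50 nM) in PBS pH 7.4, 0.01% Tween-20. Compound added for 30 min at RT, then streptavidin donor/nickel chelate acceptor beads (10 ug/mL) for 30 min.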
JMJD2A Tudor inh: blocks the human JMJD2A Tudor domain. AlphaScreen JMJD2A-Tudor / H3K4me3 peptide binding. Potency, µM (doses to about 114 µM), for the others: at the highest dose activity change, negative = inhibition, most hits filed as inhibitors. actives 4.4% (n = 390,000); further: on the % scale 0 is the no-effect control and ±100 the full control effect; nearly all actives have a fitted effect of over 50% in size
Pin1 inh: blocks the human prolyl isomerase Pin1; actives 0.009% (n = 390,000); Pin1 FP peptide displacement, HiFluor488, 10 min; AID 504891; Q13526; Potency, µM (series often up to 115 µM), inactives show at the highest dose activity, negative = inhibition, most hits filed as inhibitors; active means well fitted inhibition curve with a large enough effect in the polarisation, with a control signal flat, not every such curve was filed as active; inconclusive means small, poorly fitted or top-dose-only effect, or effect the other way, or a change in a side signal; inactive means no such curve, though single readings can be large or run the other way; the % refers to the polarisation; further: on the % scale 0 is the no-effect control and ±100 the full control effect
Target sequence (Q13526 whole entry, looked up): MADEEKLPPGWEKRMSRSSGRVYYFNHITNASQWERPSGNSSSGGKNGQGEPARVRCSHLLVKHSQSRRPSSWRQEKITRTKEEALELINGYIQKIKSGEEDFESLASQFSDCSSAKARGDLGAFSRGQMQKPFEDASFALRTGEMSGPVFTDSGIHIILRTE
TrxR1 inh: inhibitors of rat thioredoxin reductase 1; O89049; recombinant rTrxR1, NADPH fluorescence consumption, selenite substrate; actives 1% (n = 390,000); Potency, µM (series often up to 114 µM), without a hit: at the top dose activity change, negative = inhibition, usual class: inhibitors; further: on the % scale 0 is the no-effect control and ±100 the full control effect; nearly all actives have a fitted effect of over 65% in size
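Rat TrxR1 (90 nM in the dispensed reagent) was pre-reduced with 400 uM NADPH for 5 min at room temperature, then incubated with compound for 15 min. After 400 uM selenite was added, NADPH fluorescence (Ex 340/Em 450 nm) was followed for 8 min.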
ERG Ets-DNA blk: inhibitors of human ERG Ets domain-DNA interaction. P11308. fluorescence polarization, His-ERG Ets domain / labelled DNA. Potency, µM (top dose mostly 76.9 µM), without a hit: at the highest dose FP activity, negative = inhibition, most hits filed as inhibitors. actives 0.028% (n = 370,000); active means well fitted inhibition curve with a large enough effect in the polarisation, with a control signal flat; inconclusive means small, poorly fitted or top-dose-only effect, or effect the other way, or a change in a side signal; inactive means no such curve, though single readings can be large or run the other way; the % refers to the polarisation;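 further: polarization taken with two DNA probes labelled with fluorescein and Texas red; % of control where 0% means no effect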
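His-tagged ERG Ets domain (1 uM in the protein solution; 300mM KCl, 50mM Tris-HCl, 1mM EDTA, 1mM DTT, pH 7.5) received compound, then a probe mix of 5 nM fluorescein-DNA and 100nM Texas-615-DNA. Fluorescence polarization was read for both dyes.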
12-LOX inh: inhibitors of human 12S-lipoxygenase ALOX12; P18054; purified 12hLO, xylenol orange hydroperoxide absorbance; Potency, µM (titrated, usually from 108 µM), inactives show top-dose activity change, negative = inhibition, usual class: inhibitors; actives 1.1% (n = 580,000); AID 1671190; further: on the % scale 0 is the no-effect control and ±100 the full control effect
Target sequence (P18054 whole entry, looked up): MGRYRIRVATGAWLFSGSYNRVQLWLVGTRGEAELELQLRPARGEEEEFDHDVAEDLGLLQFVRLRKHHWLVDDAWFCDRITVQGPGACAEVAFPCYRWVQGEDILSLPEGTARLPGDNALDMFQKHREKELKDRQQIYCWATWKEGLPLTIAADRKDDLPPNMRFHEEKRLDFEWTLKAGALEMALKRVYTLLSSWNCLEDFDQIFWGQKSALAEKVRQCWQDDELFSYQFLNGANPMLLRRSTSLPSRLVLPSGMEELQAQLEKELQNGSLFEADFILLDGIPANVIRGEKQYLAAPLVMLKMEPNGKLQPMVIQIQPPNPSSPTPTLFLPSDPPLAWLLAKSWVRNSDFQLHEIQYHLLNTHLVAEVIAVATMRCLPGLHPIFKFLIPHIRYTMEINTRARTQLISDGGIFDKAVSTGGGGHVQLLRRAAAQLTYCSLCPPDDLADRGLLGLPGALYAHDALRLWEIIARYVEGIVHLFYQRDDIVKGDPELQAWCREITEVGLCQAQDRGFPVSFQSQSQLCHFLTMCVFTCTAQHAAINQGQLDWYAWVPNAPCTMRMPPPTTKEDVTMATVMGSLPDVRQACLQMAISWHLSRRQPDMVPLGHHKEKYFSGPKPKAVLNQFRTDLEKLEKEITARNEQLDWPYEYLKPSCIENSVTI
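Purified human 12hLO at 150 nM in 25 mM Hepes, 0.01% Triton X-100, pH 7.0, preincubated 15 min at room temperature with compound. Reaction started with 40 uM arachidonic acid, 30 min at room temperature. Hydroperoxide measured by Fe-xylenol orange, 573/405 nm absorbance ratio.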
Tb PGK inh: blocks T. brucei phosphoglycerate kinase. PGK/GAPDH coupled, Kinase-Glo luminescence, 60 min. Potency, µM (series often up to 57.5 µM), for the others: at the top dose activity change, negative = inhibition, hits mostly inhibitors. actives 0.043% (n = 380,000). AID 602233; further: on the % scale 0 is the no-effect control and ±100 the full control effect; nearly all actives have a fitted effect of over 60% in size
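Luminescent ATP detection (Kinase-Glo Plus) follows a 60-minute room-temperature incubation, with wells lacking PGK as controls. Buffer: 100 mM TEA (pH 7.6), 5 mM MgCl2, 0.01% Tween-20. Coupling enzyme GAPDH (100 nM final) supplies unstable 1,3-BPG in-well.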
GLS inhibitor: inhibitors of human glutaminase (GLS) | O94925 | GLS enzymatic activity, qHTS titration | Potency, µM (titrated, usually from 45.5 µM), inactives show at the top dose activity change, negative = inhibition, usual class: inhibitors | actives 0.21% (n = 410,000) | AID 624170; further: on the % scale 0 is the no-effect control and ±100 the full control effect
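Glutamate formation by hKGA was monitored fluorometrically using coupled glutamate oxidase, HRP and Amplex Red. Substrate was added as 1 mM L-glutamine solution; incubation was 30 min at RT after an initial read.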
RGS4 inh: human RGS4 inhibition. Transcreener GDP fluorescence polarization, RGS4-accelerated GTP hydrolysis. Potency, µM (doses to about 114 µM), for inactives: at the top dose activity change, negative = inhibition, hits mostly inhibitors. actives 0.039% (n = 390,000). AID 504845; further: on the % scale 0 is the no-effect control and ±100 the full control effect; nearly all actives have a fitted effect of over 75% in size; some results filed as inactive show a strong effect at the top dose
Target sequence (P49798 whole entry, looked up): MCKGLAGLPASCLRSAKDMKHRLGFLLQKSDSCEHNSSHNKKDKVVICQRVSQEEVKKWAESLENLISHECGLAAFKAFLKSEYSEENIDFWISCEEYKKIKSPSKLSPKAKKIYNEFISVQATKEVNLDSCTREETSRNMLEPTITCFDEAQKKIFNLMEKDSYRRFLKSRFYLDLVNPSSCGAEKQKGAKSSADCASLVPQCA
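MLSMR compounds (23 nl, pin-transferred) preincubated 10 min at room temperature with a 500nM (2x) first reagent, then RGS4 at 900nM (2x) plus Transcreener GDP mix added; fluorescence polarization (620/688 nm) read before and after 90 min at 30 °C.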
Active calls of the source: *; i = inactive; ? = inconclusive; . = not tested or not shown; & = joins results of further samples; [ ] = dose if it differs, or a comment. Unless noted, the call rests on the fitted dose curve; in most records, active means well fitted curve in the direction sought with a large enough effect; inconclusive means small, poorly fitted or top-dose-only effect, or another doubt; inactive means no such curve, though single readings can be large; an effect the other way counts as inactive or inconclusive. Potency means the concentration at half of the fitted maximal effect. The list is partial. The share of hits here may be higher or lower than overall.

SMILES	HP1b chromo inh	JMJD2A Tudor inh	Pin1 inh	TrxR1 inh	ERG Ets-DNA blk	12-LOX inh	Tb PGK inh	GLS inhibitor	RGS4 inh
CCOC(=O)c1c(C)[nH]c(C(=O)COC(=O)C2CC(=O)N(Cc3ccccc3)C2)c1C (centres undefined)	22.7%	-27.1%	1.6%	-12.3%	-3.0%	0.3%	-0.1%	-1.1%	-1.5%
CCCNC(=O)c1c[nH]c2ccc(S(=O)(=O)N(C)c3ccc(OCC)cc3)cc2c1=O	11.5%	-7.9%	-4.2%	-1.4%[57.1 µM]	2.2%	0.0%	1.3%	6.4%	20.1%
Cc1cc(NC(=O)CSCC(=O)Nc2cc(C(F)(F)F)ccc2N2CCCCC2)no1	33.4%	-6.2%	1.8%	-15.2%	-2.3%	-2.0%	-2.4%	-1.0%	-3.7%
CCOC(=O)c1ccc(CS(=O)c2ccc(Cl)cc2)o1 (centres undefined)	36.3%	-8.3%	-8.5%	?	-7.5%	-3.4%	-8.4%	1.0%	-2.8%
CCN(CC)c1ncnnc1-c1ccccc1	46.1%[activator]	9.2%[57.1 µM]	-1.3%	-3.2%	-1.0%	-7.9%	-0.1%	-0.8%	-8.0%
O=C1C2CC=CCC2C(=O)N1c1ccc(NCCc2ccccc2F)c([N+](=O)[O-])c1 (centres undefined)	?	?	-5.4%	-0.6%	-0.6%	-2.1%	-6.2%	1.8%	7.7%
COc1ccc(Nc2nc3nonc3nc2N2CCCCC2)cc1	?	?	0.1%	8.7%	7.8%	0.0%	0.1%	19.8%	15.1%
CCC(C)(C)NC(=O)C(c1ccccc1F)N(C(=O)c1ccn[nH]1)c1ccccc1 (centres undefined)	42.2%[activator]	-24.3%	-0.9%	-12.1%	-12.0%	2.4%	-0.8%	-3.2%	-8.4%
Cc1cccc(N(CC(=O)Nc2cccnc2)S(C)(=O)=O)c1	51.4%[activator]	-13.7%	-1.4%	17.9%	-0.6%	-14.0%	i	1.5%	-11.3%
COc1ccccc1C(OC(=O)c1cccs1)C(=O)NCC1CCCO1 (centres undefined)	22.4%	-11.6%	-13.8%	14.0%	.	18.7%	-1.8%	25.6%	-12.7%
CCOC(=O)c1ccc(NC(=O)Cn2cc(C(=O)c3ccc(CC)cc3)c(=O)c3ccc(C)nc32)cc1	21.4%	-1.0%	59.3%[activator]	0.0%[57.1 µM]	0.1%	-14.3%	-3.6%	-8.0%	-18.9%
Cc1ccc(S(=O)(=O)Nc2ccccc2F)cc1C(=O)NCCCN1CCCC1=O	8.9%	-12.6%	-5.3%	6.3%[57.1 µM]	-5.4%	-17.1%	-4.5%	-4.3%	14.5%
c1ccc(CCNc2cnccn2)cc1	16.8%	-17.4%	2.6%	-15.5%	1.3%	8.5%	5.4%	4.3%	31.5%
O=C(COC(=O)c1ccc[nH]c1=O)Nc1cc(S(=O)(=O)N2CCCCCC2)ccc1Cl	18.9%	0.0%	7.8%	6.4%	-3.9%	-15.0%	-7.3%	-8.0%	-27.2%
COC(=O)CN1C(=O)CSc2ccc(S(=O)(=O)Nc3cccc(C)c3C)cc21	16.5%	-14.1%	-11.6%	0.2%	0.0%	-18.6%	1.5%	-8.8%	28.7%
COc1ccc(S(=O)(=O)N(CC(=O)Nc2ccc3c(c2)OCO3)c2ccc(C)cc2)cc1	14.2%	-21.5%	-1.4%	16.5%	-1.9%	-26.7%	1.6%	1.2%	11.0%
Cc1ccc(NC(=S)N2CCC(NC(=O)c3ccc(F)cc3)CC2)cc1C	19.8%	-2.5%	2.7%	8.5%[0.0914 µM]	-0.6%	-23.9%	-0.2%	-2.7%	-17.3%
COc1ccc(NC(=O)CCCc2c[nH]c3ccccc23)cc1OC	30.0%	-4.2%	-9.1%	-7.6%	12.7%	1.3%	-4.8%	-5.3%	19.0%
CC(=O)Nc1nnc(SCc2ccc(C(=O)Nc3ccccc3F)cc2)s1	-22.5%	-11.3%	1.0%	10.8%	-4.2%	-20.3%	-2.2%	-3.0%	-9.9%
N/C(=N\OC(=O)c1ccc(F)cc1)c1cccc([N+](=O)[O-])c1	28.7%	-8.6%	-4.1%	20.4%[2.29 µM]	-6.8%	10.5%	-10.9%	0.1%	18.0%
COCCCNC(=S)N(Cc1ccccc1)Cc1ccccc1	20.9%	-4.3%	-0.1%	-7.0%	3.6%	-19.7%	i	9.4%	5.5%
COc1ccc(Nc2nc(N)nc(COc3ccc(OC)cc3)n2)cc1	39.5%	-11.6%	-4.6%	6.2%	-3.9%	-0.9%	i	13.7%	-18.1%
COc1ccc(CCC(=O)NNC(=O)c2ccc(OC)cc2)cc1	-4.1%	-10.5%	-1.0%	18.0%	12.1%	11.7%	-10.1%	12.7%	-27.7%
O=C(CC(=O)Nc1ccc(Br)cc1)Nc1ccc(Br)cc1	26.7%	-7.4%	0.0%	15.9%	-12.9%	0.0%	-3.7%	9.4%	13.8%
CC(=O)N1CCc2cc(S(=O)(=O)CCC(=O)N3CCN(c4ccccn4)CC3)ccc21	41.1%[activator]	-0.3%	-6.0%	1.9%	-2.9%	0.0%	5.8%	10.2%	-7.2%
O=C(COC(=O)c1ccco1)NC(c1ccccc1)c1ccccc1	28.9%	-9.4%	1.2%	1.0%	2.9%	0.0%	6.8%	4.1%	-1.4%
CC(C(=O)Nc1ccccc1C(F)(F)F)N1CCN(C)CC1 (centres undefined)	?	25.1µM*	-2.4%	20.3%	-4.2%	0.8%	-0.2%	2.2%	16.0%
CNC(=O)c1cc2c(s1)-c1ccccc1CC2	40.8%[activator]	-13.7%	-3.6%	20.4%[11.4 µM]	-1.3%	0.0%	-8.5%	2.9%	14.7%[56.9 µM]
CCOC(=O)Cn1nc(-c2ccc(F)cc2)oc1=O	40.1%[activator]	-20.1%	31.4%	8.3%[11.4 µM]	-2.6%	41.1%[activator]	i	1.3%	-8.8%
O=C(Nn1c(C2CCC2)nc2ccccc2c1=O)C1CCC1	19.6%	-4.0%	-2.3%	13.2%	-2.0%	1.6%	i	-0.3%	29.2%
CC1(C)Cc2c(cnn2-c2ccc(F)cc2)C(NC(=O)CN2CCCCC2=O)C1 (centres undefined)	24.2%	-2.1%	0.5%	7.9%	-16.7%	0.2%	i	-8.5%	-6.6%
CCC(=O)N1CCc2cc(Br)cc(S(=O)(=O)C3(C(=O)OC)CC3)c21	14.2%	1.8%	-1.4%	11.5%[57.1 µM]	6.9%	-24.0%	13.7%	5.7%	21.2%
COc1ccc2c(c1)C1NC(=S)N[C@@](C)(O2)C1C(=O)Nc1ccccc1 (some centres undefined)	25.3%	-16.9%	-8.5%	-2.8%	13.3%	?	-2.2%	-28.6%	-25.8%
COc1ccc(CCNC(=O)C(=O)NCC2OCCN2S(=O)(=O)c2ccc(F)cc2)cc1OC (centres undefined)	26.6%	-4.9%	3.8%	3.2%[57.1 µM]	0.5%	-5.0%	-5.0%	-7.8%	-16.4%
COc1ccc(Cl)cc1NC(=O)CN(C)C(=O)Cc1ccsc1	39.9%[activator]	-9.7%	-7.3%	1.2%	-2.4%	-1.2%	-2.3%	-0.9%	-12.2%
Cc1ccc(Nc2cc(C)nn2-c2nc(C)cc(=O)[nH]2)cc1	24.3%	?	-8.8%	-0.3%	5.0%	.	7.2%	30.9%[activator]	6.4%
CCCn1c(N)c(C(=O)CSc2nnc(-c3ccoc3C)n2C)c(=O)n(C)c1=O	39.1%[activator]	-7.4%	5.1%	1.1%	-0.9%	7.5%	0.8%	2.6%	17.1%
N#CC[C@H](Cc1ccccc1)N1CCN(CCc2ccccc2)CCC1=O	27.5%	-22.8%	-3.2%	24.4%&-9.8%	-6.8%	10.4%	-3.9%	-0.8%	12.3%
Cn1nc(C(=O)OCC(=O)Nc2cccc(S(=O)(=O)N3CCCC3)c2)c2ccccc2c1=O	25.3%	-24.5%	-1.4%	28.8%	2.0%	5.9%	-7.1%	2.9%	-3.1%
O=C(Nc1ccc(F)cc1)c1ccc(-n2cncn2)c([N+](=O)[O-])c1	18.4%	-19.4%	-9.4%	-5.2%[11.4 µM]	18.7%	-8.5%	1.8%	1.3%	13.7%
COC(=O)C1CC(O)CN1C(=O)Nc1ccccc1 (centres undefined)	83.5%[activator]	-2.7%	-4.3%	30.0%	0.1%	-3.4%	i	-3.2%	12.1%[11.4 µM]
COc1ccccc1CSc1ncc(-c2ccc([N+](=O)[O-])cc2)[nH]1	?	?	35.8%[activator]	-16.5%	10.7%	-28.2%	-2.1%	0.6%	-45.3%
COc1ccc(C2C=C(c3ccccc3)Nc3ncnn32)cc1 (centres undefined)	51.1%[activator]	-9.0%	?	-13.2%	-1.2%	0.0%	-9.9%	-19.2%	-18.9%
O=C(Nc1nnc(COc2ccc(F)cc2)s1)c1cccs1	21.3%	-10.0%	9.1%	15.7%[57.1 µM]	6.2%	?	-8.0%	1.3%	-21.1%
Cc1ccc(C2=CC(c3cccs3)n3nnnc3N2)cc1 (centres undefined)	18.9%	-10.3%	?	-4.8%	-2.5%	0.0%	-1.7%	-5.3%	-1.0%
CC(=O)Nc1ccc(C(=O)Nc2ccc3c(c2)OCO3)cc1	4.8%	-33.8%	0.9%	3.1%	-3.6%	0.0%	-7.0%	-0.2%	-21.0%
O=C1NC(=S)N/C1=C\C=C\c1ccccc1	32.9%	-0.7%	22.8%	14.8%	-14.4%	0.0%	-11.1%	-4.9%	13.9%
